Screening data deposited in PubChem by National Center for Advancing Translational Sciences (NCATS).
HP1b chromo inh: blocks HP1-beta chromodomain binding to methylated histone tails; AlphaScreen HP1-beta / biotin-H3K9me3 peptide binding; Potency, µM (series often up to 114 µM), inactives show at the top dose activity change, negative = inhibition, usual class: inhibitors; actives 0.56% (n = 390,000); AID 540317; note: potency is the fitted concentration of half-maximal effect; nearly all actives have a fitted effect of over 70% in size; inactives centre near 23
Target sequence (P83916 whole entry, looked up): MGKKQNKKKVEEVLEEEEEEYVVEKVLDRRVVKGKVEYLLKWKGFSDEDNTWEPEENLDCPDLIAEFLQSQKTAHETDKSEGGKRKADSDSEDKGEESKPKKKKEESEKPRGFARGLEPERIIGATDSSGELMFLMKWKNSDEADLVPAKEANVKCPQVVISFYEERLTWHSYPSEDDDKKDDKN
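HP1-beta protein (50 nM final) preincubated 30 min at room temperature with biotinylated H3(1-18)K9me3 peptide (50 nM) in PBS pH 7.4, 0.01% Tween-20, then compound added for 30 min. AlphaScreen streptavidin donor/nickel chelate acceptor beads (10 ug/mL final), 30 min dark, luminescence read.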
PI4K2A inh: PI4K2A (human) kinase inhibition. Q9BTU6. purified PI4K2A, ADP-Glo luminescence, 1 h; active compounds read low. activity change, negative = inhibition, % at 76.9 µM. actives 0.13% (n = 420,000). AID 1346378; in the data active = activity change below about -50%; inconclusive = mostly about -30% to -49%;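 note: -100% = wells without enzyme as full effect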
Target sequence (Q9BTU6 whole entry, looked up): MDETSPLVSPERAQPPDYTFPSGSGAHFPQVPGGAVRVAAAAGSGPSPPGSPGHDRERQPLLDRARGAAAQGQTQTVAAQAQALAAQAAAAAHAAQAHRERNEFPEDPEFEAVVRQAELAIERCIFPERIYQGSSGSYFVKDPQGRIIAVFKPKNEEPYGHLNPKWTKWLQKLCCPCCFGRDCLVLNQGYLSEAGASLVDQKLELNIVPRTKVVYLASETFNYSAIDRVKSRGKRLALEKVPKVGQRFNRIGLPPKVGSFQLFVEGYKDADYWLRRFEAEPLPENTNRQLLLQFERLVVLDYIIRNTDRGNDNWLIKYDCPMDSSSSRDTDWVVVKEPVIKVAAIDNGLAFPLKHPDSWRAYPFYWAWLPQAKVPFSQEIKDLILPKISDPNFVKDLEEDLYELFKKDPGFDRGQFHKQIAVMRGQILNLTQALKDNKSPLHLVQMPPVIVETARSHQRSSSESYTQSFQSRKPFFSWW
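Compounds are screened against recombinant PI4K2A using PI as substrate and ATP, the latter dispensed at 300 microM. Reactions run one hour at ambient temperature before ADP-Glo detection; full inhibition defined by wells lacking enzyme.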
ERG-DNA inh: blocks human ERG Ets domain binding to DNA; fluorescence polarization, His-ERG Ets domain / labelled DNA; Potency, µM (doses to about 76.9 µM), for the others: at the top dose FP activity, negative = inhibition, usual class: inhibitors; actives 0.028% (n = 370,000); active = well fitted inhibition curve with a large enough effect in the polarisation, with a control signal flat; inconclusive = small, poorly fitted or top-dose-only effect, or effect the other way, or a change in a side signal; inactive = no such curve, though single readings can be large or run the other way; the % refers to the polarisation;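 note: polarization taken with two DNA probes labelled with fluorescein and Texas red; potency is the fitted concentration of half-maximal effect; % of control where 0% means no effect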
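His-tagged ERG Ets domain (1 uM in the protein solution; 300mM KCl, 50mM Tris-HCl, 1mM EDTA, 1mM DTT, pH 7.5) received compound, then a probe mix of 5 nM fluorescein-DNA and 100nM Texas-615-DNA. Fluorescence polarization was read for both dyes.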
BAZ2B inh: inhibitors of human BAZ2B bromodomain. AlphaScreen BAZ2B-H3K14Ac peptide displacement. Potency, µM (series often up to 114 µM), without a hit: top-dose activity change, negative = inhibition, most hits filed as inhibitors. actives 4.4% (n = 360,000). AID 504333; note: potency is the fitted concentration of half-maximal effect; % is set by controls: 0 for no effect and ±100 for the full control effect; nearly all actives have a fitted effect of over 60% in size
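In this displacement format the biotinylated H3(5-23) peptide acetylated at Lys14 serves as ligand at 50 nM, with BAZ2B at 50 nM in PBS pH 7.4 containing 0.01% Tween-20. Donor and acceptor beads are 10 ug/mL final.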
RGS4 inh: blocks human RGS4-accelerated GTP hydrolysis. P49798. Transcreener GDP fluorescence polarization, RGS4-accelerated GTP hydrolysis. Potency, µM (doses to about 114 µM), for inactives: top-dose activity change, negative = inhibition, usual class: inhibitors. actives 0.039% (n = 390,000). AID 504845; note: potency is the fitted concentration of half-maximal effect; % is set by controls: 0 for no effect and ±100 for the full control effect; nearly all actives have a fitted effect of over 75% in size; some results filed as inactive show a strong effect at the top dose
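MLSMR compounds (23 nl, pin-transferred) preincubated 10 min at room temperature with a 500nM (2x) first reagent, then RGS4 at 900nM (2x) plus Transcreener GDP mix added; fluorescence polarization (620/688 nm) read before and after 90 min at 30 °C.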
JMJD2A Tudor inh: blocks the human JMJD2A Tudor domain | O75164 | AlphaScreen JMJD2A-Tudor / H3K4me3 peptide binding | Potency, µM (top dose mostly 114 µM), without a hit: at the top dose activity change, negative = inhibition, usual class: inhibitors | actives 4.4% (n = 390,000) | AID 504339; note: potency is the fitted concentration of half-maximal effect; % is set by controls: 0 for no effect and ±100 for the full control effect; nearly all actives have a fitted effect of over 50% in size
GLS inhibitor: glutaminase GLS (human) inhibition; Potency, µM (series often up to 45.5 µM), without a hit: at the highest dose activity change, negative = inhibition, actives largely listed as inhibitors; O94925; GLS enzymatic activity, qHTS titration; actives 0.21% (n = 410,000); note: potency is the fitted concentration of half-maximal effect; % is set by controls: 0 for no effect and ±100 for the full control effect
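Glutamate formation by hKGA was monitored fluorometrically using coupled glutamate oxidase, HRP and Amplex Red. Substrate was added as 1 mM L-glutamine solution; incubation was 30 min at RT after an initial read.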
12-LOX inh: ALOX12 (human) lipoxygenase inhibition; P18054; purified 12hLO, xylenol orange hydroperoxide absorbance; Potency, µM (doses to about 108 µM), for inactives: at the top dose activity change, negative = inhibition, actives largely listed as inhibitors; actives 1.1% (n = 580,000); note: potency is the fitted concentration of half-maximal effect; % is set by controls: 0 for no effect and ±100 for the full control effect
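Hydroperoxide product was detected by ferrous iron/xylenol orange as the 573 to 405 nm absorbance ratio. Arachidonic acid at 40 uM (final) was turned over for 30 min at room temperature by 150 nM human 12hLO, pH 7.0 Hepes buffer, after 15 min compound preincubation.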
G9a inh: blocks human histone lysine methyltransferase G9a; Potency, µM (highest dose often 102 µM), for inactives: top-dose activity, negative = inhibition, most hits filed as inhibitors; G9a H3K9 monomethylation, AlphaScreen, 2 h; actives 8.8% (n = 350,000); AID 504332; Q96KQ7; note: potency is the fitted concentration of half-maximal effect; % is set by controls: 0 for no effect and ±100 for the full control effect; nearly all actives have a fitted effect of over 75% in size
Target sequence (Q96KQ7 913-1193 limits assumed): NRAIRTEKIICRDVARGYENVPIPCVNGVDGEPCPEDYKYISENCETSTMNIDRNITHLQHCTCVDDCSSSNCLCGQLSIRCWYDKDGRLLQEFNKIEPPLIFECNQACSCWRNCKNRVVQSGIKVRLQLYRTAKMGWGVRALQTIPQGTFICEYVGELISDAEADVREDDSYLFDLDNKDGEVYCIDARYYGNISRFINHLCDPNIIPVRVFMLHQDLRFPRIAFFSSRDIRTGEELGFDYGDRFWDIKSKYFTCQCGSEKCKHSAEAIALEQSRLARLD
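AlphaScreen read-out: biotin-H3K9 peptide (500 nM) methylation by 20 nM enzyme with 20 uM SAM, 2 h at room temperature after 15 min compound preincubation; anti-monomethyl H3K9 antibody plus donor/acceptor beads, 10 min dark.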
Numbers without * were called inactive; ? = inconclusive; · = no result given; & = joins results of further samples; [ ] = dose if it differs, or a comment. Unless noted, calls come from the whole dose curve; as a rule, active = well fitted curve in the direction sought with a large enough effect; inconclusive = small, poorly fitted or top-dose-only effect, or another doubt; inactive = no such curve, though single readings can be large; an effect the other way counts as inactive or inconclusive. The list is partial; count on the stated rates, not on these rows.

SMILES	HP1b chromo inh	PI4K2A inh	ERG-DNA inh	BAZ2B inh	RGS4 inh	JMJD2A Tudor inh	GLS inhibitor	12-LOX inh	G9a inh
Cc1cccc(C)c1Nc1nnc(SC(C)C(=O)Nc2c(C)n(C)n(-c3ccccc3)c2=O)s1 (stereo unspecified)	6.7%	-6.0	8.0%	5.7%	-3.7%	-19.2%	6.4%	2.8%	?
Cc1cc(NC(=O)CSc2nc(C3CC3)nc3sc(C)c(C)c23)no1	21.7%	1.0	·	-6.1%	2.9%	-9.3%	-0.8%	7.6%	20.3%[2.33 µM]
O=C(COc1ccc(Br)cc1)Nc1ccccc1C(=O)NC1CC1	-10.0%	1.0	-0.2%	-1.8%	-5.3%	-16.1%	-3.3%	5.8%	5.4%
CCOc1ccc(-n2cc(-c3ccccc3)c3c(NC4CCCCC4)ncnc32)cc1	10.7%	2.0	3.2%	-8.1%	10.9%	-8.6%	4.7%	-29.7%	-4.0%[59 µM]
COc1ccc(NC(=O)c2cc(C3CC3)nc3c2c(C)nn3-c2ccccc2)cc1OC	2.3%	0.8	1.1%	-15.3%	-6.3%	-22.3%	6.0%	-16.5%	-8.1%[59 µM]
Cc1ccc(C)c(-n2c(SCC(=O)Nc3nnc(C)s3)nnc2-c2ccoc2C)c1	13.4%	0.9	-7.9%	6.3%	-13.1%	-12.9%	0.5%	-19.9%	8.0%
COc1ccccc1NC(=O)C(C)OC(=O)CCCOc1ccccc1 (stereo unspecified)	53.5%[activator]	0.2	-0.9%	121.0%[activator]	9.7%	46.6%[activator]	2.6%	-2.2%	62.1%[activator]
Cc1noc(C)c1CN(C(=S)NC1CC1)c1ccccc1	12.7%	-2.4	1.8%	-2.2%	-9.9%	-5.6%	3.6%	5.6%	-11.6%
COc1ccc(-c2nc(CN3CCN(Cc4ccccc4)CC3)c(C)o2)cc1	1.0%	7.8	8.1%	?	-4.0%	-33.2%	-0.6%	9.1%	·
COc1ccc(NC(=O)Nc2ccc3[nH]ccc3c2)cc1	5.7%	1.8	-4.8%	·	9.5%	-11.5%	0.0%	0.0%	·
CCCc1cc(=O)[nH]c(SCC(=O)NC(=O)c2ccccc2)n1	21.1%	7.6	-15.7%	9.3%	-5.2%	-15.7%	3.5%	7.6%	11.1%
Cc1ccc2nc(-c3ccc(O)c(O)c3)cn2c1	?	?	5.4%	50.1µM*	-19.7%[56.9 µM]	22.4µM*	20µM*	17.8µM*	·
O=C(Nc1ccc(OC(F)F)cc1)c1ccccn1	41.2%	2.1	-2.3%	-6.0%	14.9%	?	1.9%	35.6%[activator]	?
CC(=O)Oc1ccc2c(C)c(CC(=O)N3CCN(C(=O)C4COc5ccccc5O4)CC3)c(=O)oc2c1C (stereo unspecified)	41.2%[activator]	-1.8	-0.2%	-6.7%	8.3%	-7.6%	17.6%	-11.9%	·
CC1(C)CC(=O)C2=C(C1)Nc1ccccc1NC2c1nc2ccccc2[nH]1 (stereo unspecified)	35.0%[activator]	-3.1	?	28.0%	5.8%	-9.7%	3.8%	-3.6%	-12.0%
CC1CCN(S(=O)(=O)c2ccc3c(c2)N(CC(=O)NCCCN2CCCC(C)C2)C(=O)CS3)CC1 (stereo unspecified)	23.7%&23.4%	-5.2&-5.7	0.6%&1.9%	-14.0%&2.0%	6.2%&8.6%	-13.9%&-23.9%	0.4%&-5.6%	-6.8%&-7.9%	19.3%
O=Cc1ccc(C(=O)OCC(=O)Nc2ccc(F)cc2F)cc1	12.8%	6.3	-12.5%	3.4%	-2.3%	-4.1%	11.9%	-6.8%	12.3%
COc1ccc2c(CC(=O)OCC(=O)NC(=O)c3cccn3C)coc2c1	18.8%	-4.6	10.0%	-38.6%	-1.9%	-33.2%	5.9%	0.0%	?
COc1ccc(S(=O)(=O)Cc2ccc(C(=O)N3CCN(Cc4ccccc4)CC3)o2)cc1	21.3%	2.7	4.6%	-5.8%	-19.5%	-31.0%	0.4%	1.4%	35.5µM*
COc1ccc(-c2cc3ccc(OCC(=O)NCC4CCC(C(=O)O)CC4)cc3oc2=O)cc1 (stereo unspecified)	41.3%[activator]	-8.2	-1.3%	?	-1.0%	2.7%	-1.0%	-6.6%	14.4%[12.7 µM]
O=C1CCC[C@@H]2Cc3nc4ccc(Cl)cc4cc3[C@@H]3CCN1[C@H]23	30.1%	-0.6	1.3%	·	-5.8%	-2.8%	-1.3%	1.4%	·
COc1cccc(/C=C(/C(=O)OCC(=O)NCC2CCCO2)c2ccccc2)c1 (stereo unspecified)	44.6%[activator]	0.4	3.3%	-20.5%	-4.1%	-10.5%	-2.4%	-1.8%	-2.9%
Cc1cccc(NC(=O)CC23CC4CC(C2)CC(n2nnc(C)n2)(C4)C3)c1	57.1%[activator]	-8.1	5.9%	-11.5%	4.4%	-1.4%	8.3%	?	-43.8%[59 µM]
Cc1ccccc1Cn1c(C)c(CNCc2ccccc2)c(C(=O)O)c1C	1.0%	-2.7	-5.7%	-15.9%	-2.9%	-21.1%	-6.2%	3.6%	10.4%[59 µM]
CC(C)[C@H](NC(=O)c1ccccc1)C(=O)OCC(=O)N1CCCc2ccccc21	30.8%	-2.6	18.3%	-28.1%	10.5%	-7.4%	-1.4%	-2.4%	?
Next records.
SMILES	HP1b chromo inh	PI4K2A inh	ERG-DNA inh	BAZ2B inh	RGS4 inh	JMJD2A Tudor inh	GLS inhibitor	12-LOX inh	G9a inh
COC(=O)c1c(NC(=O)COc2ccc(C)cc2Br)sc2c1CCCC2	39.5%[activator]	3.0	-16.0%	2.9%	-7.1%	-5.9%	-7.2%	-11.6%	-32.3%[59 µM]
COc1ccc(CCNC(=O)c2cnc3sc(N4CCCCCC4)nn3c2=O)cc1OC	-18.7%	-3.1	-4.6%	-16.6%	14.4%	-12.7%	0.8%	-24.9%	11.6%[59 µM]
Cc1oc(-c2cccc(Cl)c2)nc1CN1CCC(C(=O)N2CCN(c3ccccn3)CC2)CC1	14.9%	0.7	0.7%	·	-15.6%	-23.9%	-1.7%	·	·
O=C(CNC(=O)c1ccc([N+](=O)[O-])cc1)N/N=C/c1c[nH]c2ccccc12	-0.2%	1.2	3.8%	3.2%	15.8%	-28.5%	18.2%	-0.2%	79.4%[activator]
Cc1ccsc1C(=O)OCC(=O)NCc1ccc(Cl)cc1	30.7%	-5.6	13.0%	13.5%	20.5%	-4.0%	0.6%	9.1%	7.8%[2.33 µM]
COC(=O)CCSc1nc(N2CCOCC2)c2c(c1C#N)CC(C)(C)OC2	19.3%	-0.5	1.8%	-2.2%	13.6%	-3.5%	6.3%	44.1%[activator]	11.7%[2.33 µM]
CCOC(=O)Cc1ccc(NC(=O)NCc2ccc3c(c2)CCN3C(=O)CC)cc1	20.0%[57 µM]	0.5	-1.7%	-0.3%	-6.5%	-11.2%	-13.1%	-10.6%	4.6%[59 µM]
NS(=O)(=O)c1ccc(CNC(=O)Cc2ccc(S(=O)(=O)N3CCOCC3)s2)cc1	10.2%	4.6	2.0%	9.0%	15.1%	-12.5%	1.9%	5.5%	-4.0%
Cc1ccc(C(=O)NCCC(=O)NCc2ccco2)cc1	32.8%[activator]	-2.1	-11.3%	-20.7%	9.0%	-2.8%	-2.9%	16.1%	?
COc1ccc(OC)c(S(=O)(=O)N2CCC(C(=O)N3CCCC3)CC2)c1	40.6%[activator]	-1.9	3.7%	-0.8%	1.8%	-9.3%	-1.9%	1.4%	22.9%
O=C(C(Cl)Cl)N1CCN(Cc2ccc3c(c2)OCO3)CC1	36.6%	1.6	7.4%	7.2%[0.457 µM]	1.9%	-0.7%	-7.2%	?	·
Cc1cc(=O)oc2cc(OCC(=O)Nc3nnc(CC(C)C)s3)ccc12	44.3%[activator]	1.9	-17.7%	-0.3%	5.0%	-18.6%	-4.7%	-28.7%&-1.0%	-1.8%[12.7 µM]
O=C(NN=C1CCCCCC1)c1cccnc1	38.5%	-3.7	-6.5%	-21.7%	-3.3%	-6.8%	4.4%	7.1%	0.6%
O=C1CC(/C=C/c2ccccc2)(C(=O)NC2CCCC2)N1c1ccc(S(=O)(=O)N2CCCC2)cc1 (stereo unspecified)	12.8%	0.7	·	-12.2%	7.4%	-10.3%	-1.6%	-0.5%	-5.0%
O=C(NCc1ccc(Cl)cc1)c1ccc(OCC2CCCO2)cc1 (stereo unspecified)	37.1%	-0.9	-5.3%	4.9%	-0.6%	-7.4%	0.4%	?	2.2%[59 µM]
COc1ccc2[nH]cc(CCNC(=O)Cc3ccc(Cl)cc3)c2c1	41.9%[activator]	-21.2	-4.0%	?	-16.9%[56.9 µM]	-30.3%	2.8%	?	-8.1%
O=C(c1ccc(Cl)cc1)N1CCC(c2nc(-c3cccs3)no2)CC1	28.2%	8.5	-18.1%	-1.7%	25.8%	-0.6%	2.2%	-0.2%	-2.9%

Record cards, from the list above. Order of values: HP1b chromo inh, PI4K2A inh, ERG-DNA inh, BAZ2B inh, RGS4 inh, JMJD2A Tudor inh, GLS inhibitor, 12-LOX inh, G9a inh
Entry for `COc1ccc(CCNC(=O)c2cnc3sc(N4CCCCCC4)nn3c2=O)cc1OC` → -18.7%, -3.1, -4.6%, -16.6%, 14.4%, -12.7%, 0.8%, -24.9%, 11.6%[59 µM]
Entry for `Cc1oc(-c2cccc(Cl)c2)nc1CN1CCC(C(=O)N2CCN(c3ccccn3)CC2)CC1` → 14.9%, 0.7, 0.7%, ·, -15.6%, -23.9%, -1.7%, ·, ·
